L3MBTL1 block: qHTS Assay for the Inhibitors of L3MBTL1; AlphaScreen L3MBTL1–H3K9me1 peptide binding; Lethal(3)malignant brain tumor-like protein 1 (Homo sapiens), Q9Y468; 230,000 tested, 0.66% active; Potency, µM (doses to about 57.1 µM), without a hit: top-dose activity, negative = inhibition, actives largely listed as inhibitors; active means well fitted inhibition curve with a large enough effect; inconclusive means small, poorly fitted or top-dose-only effect; inactive means no such curve, though single readings can be large or run the other way; further: nearly all actives have a fitted effect of over 60% in size
Target sequence (Q9Y468 whole entry, looked up): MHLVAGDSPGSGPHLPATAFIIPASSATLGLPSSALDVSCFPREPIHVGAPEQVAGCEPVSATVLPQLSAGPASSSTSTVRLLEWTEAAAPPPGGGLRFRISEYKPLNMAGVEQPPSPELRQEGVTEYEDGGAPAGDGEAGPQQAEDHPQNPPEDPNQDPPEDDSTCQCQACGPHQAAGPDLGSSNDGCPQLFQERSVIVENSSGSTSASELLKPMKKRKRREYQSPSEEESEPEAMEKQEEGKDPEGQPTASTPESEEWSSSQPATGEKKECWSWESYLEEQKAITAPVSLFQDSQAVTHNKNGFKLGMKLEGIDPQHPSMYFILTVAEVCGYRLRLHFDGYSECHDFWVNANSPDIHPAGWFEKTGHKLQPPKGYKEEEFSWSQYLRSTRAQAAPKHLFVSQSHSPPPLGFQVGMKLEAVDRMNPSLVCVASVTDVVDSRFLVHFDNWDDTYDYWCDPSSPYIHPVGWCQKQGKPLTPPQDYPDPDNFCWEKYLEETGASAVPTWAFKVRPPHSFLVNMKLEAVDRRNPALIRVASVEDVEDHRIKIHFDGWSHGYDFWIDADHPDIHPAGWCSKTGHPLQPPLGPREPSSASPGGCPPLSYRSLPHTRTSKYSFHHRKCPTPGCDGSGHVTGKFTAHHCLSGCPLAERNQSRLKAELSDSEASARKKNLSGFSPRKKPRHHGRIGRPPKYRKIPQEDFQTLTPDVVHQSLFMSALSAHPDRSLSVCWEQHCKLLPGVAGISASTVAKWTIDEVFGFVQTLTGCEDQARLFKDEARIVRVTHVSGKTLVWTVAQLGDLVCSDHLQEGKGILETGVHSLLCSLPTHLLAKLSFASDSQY
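First, the protein-peptide complex forms for 30 min at room temperature (L3MBTL1 50 nM, biotinylated H3K9me1 peptide 75 nM). Next, compounds are pin-transferred and incubated 30 min. Finally, AlphaScreen beads are added and read after 30 min.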
Numbers without * were called inactive; [ ] = remark or other dose. On the % scale 0 is the no-effect control and ±100 the full control effect; potency means the concentration at half of the fitted maximal effect. Only part of the results is shown, so the mix of outcomes need not match the whole.

COc1ccccc1-c1sc2ccccc2c1-c1ccc(OCCN2CCCCC2)cc1 was read as L3MBTL1 block -15.9%.
Screening Cn1nc(C(=O)NNC(=O)c2cccc(Cl)c2)ccc1=O returned L3MBTL1 block 2.8%.
COc1cc(OC)cc(-c2c(C#Cc3ccsc3)c3cc(-c4cc(F)cc(F)c4)ccc3n2C)c1 was read as L3MBTL1 block 6.5%.
COc1cc(OC)cc(C(=O)NC(C(=O)Nc2ccc3c(c2)CCC3)C(C)C)c1 (centres undefined) was read as L3MBTL1 block -4.2%.
For C[C@H](CO)N1C[C@H](C)[C@@H](CN(C)CC2CCCCC2)Oc2c(NC(=O)CCC(F)(F)F)cccc2C1=O the results were L3MBTL1 block -3.4%.
For C[C@H](NC(=O)c1ccccc1)C(=O)N1CCN(Cc2ccc3c(c2)OCO3)CC1 the results were L3MBTL1 block -4.8%.
For CCOC(=O)[C@H]1[C@H]2COc3ccc(Cl)cc3[C@@H]2N2C(=O)c3cc(F)c(F)cc3NC(=O)[C@@]12C the results were L3MBTL1 block 4.4%.
For CC1CCC(NC(=O)CCN2C(=O)C3CC=CCC3C2=O)CC1 (centres undefined) the results were L3MBTL1 block 2.5%.
For CN(C(=O)c1cccc(NC(=O)Cc2ccc([N+](=O)[O-])cc2)c1)C1CCC1 the results were L3MBTL1 block 0.6%.
COc1ccc(NC(=O)CN2CCN(c3ccc(C)cc3C)CC2)cc1 was read as L3MBTL1 block 5.2%[2.29 µM].
COc1ccccc1CCC(=O)OCC(=O)Nc1cccc(S(=O)(=O)N2CCCCC2)c1 was read as L3MBTL1 block -2.1%.
O=C(CSc1ccccc1)NCCc1ccc(F)cc1 was read as L3MBTL1 block -2.5%[2.29 µM].
Screening Cc1csc(=O)n1CCC(=O)OCC(=O)Nc1cc(Cl)ccc1[N+](=O)[O-] returned L3MBTL1 block -18.6%.
Screening O=C(N[C@@H]1CCC(=O)N(CC[C@H](Sc2ccc(Br)cc2)c2ccccc2)CC1)OCc1ccccc1 returned L3MBTL1 block 0.0%.
`Cc1ccnc(NC(=O)c2ccc(OCC3CCCO3)cc2)c1` (centres undefined) gave L3MBTL1 block 0.8%.
Screening CN(CC(=O)Nc1ccc(Cl)c(C(F)(F)F)c1)C(=O)c1ccc(N2CCOCC2)c([N+](=O)[O-])c1 returned L3MBTL1 block -0.3%.
`N#Cc1ccsc1NC(=O)CCN1C(=O)C2CCCCC2C1=O` (centres undefined) gave L3MBTL1 block 31.6%[activator].
Cc1ccc2c(c1)[C@H]1[C@H](CO2)[C@H](c2ccccc2)[C@]2(C)C(=O)N(Cc3ccccc3)CC(=O)N12 was read as L3MBTL1 block 3.0%.
`COc1ccccc1CNC(=O)c1c(-c2ccccc2Cl)noc1C` gave L3MBTL1 block -1.9%.
`CN1CCN(C(=O)c2ccc3c(c2)N(Cc2ccccc2F)C(=O)c2ccccc2S3=O)CC1` (centres undefined) gave L3MBTL1 block 2.0%.
`Cc1onc(-c2ccccc2)c1C(=O)NCCSCc1ccco1` gave L3MBTL1 block -6.9%.
Screening COc1ccccc1OCCNC(=O)c1cccc(S(=O)(=O)N2CCN(Cc3ccccc3)CC2)c1 returned L3MBTL1 block -4.5%.
For COC(=O)c1cc2c(s1)c1cnn(Cc3ccccc3F)c(=O)c1n2C the results were L3MBTL1 block 15.1%.
CCOc1ccc(NS(=O)(=O)c2cc3c4c(c2)CCN4C(=O)CC3)cc1 was read as L3MBTL1 block 6.4%.
For COc1cccc(CN(C)C(=O)c2ccc(NS(=O)(=O)c3ccc(F)cc3)cc2)c1OC the results were L3MBTL1 block 4.2%.
Screening CC(OC(=O)CCC1CCCC1)C(=O)Nc1ccccc1[N+](=O)[O-] (centres undefined) returned L3MBTL1 block -15.8%.
Cc1nc2cc(-c3ccc(F)cc3)[nH]n2c(=O)c1C was read as L3MBTL1 block 2.6%.
For CCOc1ccc(N(CC(=O)Nc2ccccc2OC)S(=O)(=O)c2ccccc2)cc1 the results were L3MBTL1 block 12.4%.
C[C@H](CO)N1C[C@H](C)[C@H](CN(C)C(=O)Nc2ccc(C(F)(F)F)cc2)Oc2c(NC(=O)c3ccncc3)cccc2C1=O was read as L3MBTL1 block 5.7%.
Screening CN(c1ccccc1)S(=O)(=O)c1ccc2c(c1)OCCO2 returned L3MBTL1 block inconclusive.
Screening C[C@H]1COC(=O)[C@H](CC(=O)OC(C)(C)C)C/C=C\C[C@@H](CC(=O)N(CCO)Cc2ccccc2)C(=O)N1 returned L3MBTL1 block 5.4%.
For Cc1c(NC(=O)COC(=O)Cc2ccc(Br)cc2)c(=O)n(-c2ccccc2)n1C the results were L3MBTL1 block -0.9%.
Screening CCOC(=O)c1cccc(C2=CC(=O)C[C@H](c3ccc(OC)cc3)C2)c1 returned L3MBTL1 block 6.7%.
For CCOC(=O)c1c(C)n(C)c2c1cc(OC(C)=O)c1ccccc12 the results were L3MBTL1 block -3.2%.
For CCN(Cc1nc2ccccc2c(=O)[nH]1)C(=O)c1cccc(OCc2c(C)noc2C)c1 the results were L3MBTL1 block -2.4%.
Screening COc1ccc(C(=O)NCCc2ccc(Cl)cc2)cc1S(=O)(=O)N1CCCCC1C (centres undefined) returned L3MBTL1 block -8.4%.
CCOC(=O)N1CCC(NC(=O)CCc2ccccc2)CC1 was read as L3MBTL1 block 10.4%.
For O=S(=O)(Nc1ccc(-n2cnnn2)cc1)c1cccc(F)c1 the results were L3MBTL1 block 3.8%.
For COc1ccc(C(=O)C(C)OC(=O)c2cccc(S(=O)(=O)Nc3c(C)n(C)n(-c4ccccc4)c3=O)c2)cc1 (centres undefined) the results were L3MBTL1 block -3.8%.
For CCOC(=O)c1c(NC(=O)COC(=O)/C=C/c2ccccc2)sc(C(=O)NC)c1C the results were L3MBTL1 block -5.0%.
Screening CSc1ncccc1C(=O)N1CCN(S(=O)(=O)c2ccc3c(c2)OCCO3)CC1 returned L3MBTL1 block 2.9%.
For Cc1cccc(C(=O)NNC(=O)c2csc(N3CCOCC3)n2)c1C the results were L3MBTL1 block 11.0%.
For CCc1ccc(OCCSc2nc3ccccc3n2CCC(=O)O)cc1 the results were L3MBTL1 block 6.5%.
Screening CCN(CC)C(=O)[C@H]1C[C@H](CC(=O)NC(C)(C)C)C(=O)N2CCc3c([nH]c4cc(-c5ccco5)ccc34)[C@]12C returned L3MBTL1 block -8.4%.
Screening Cc1ccc(C)c(S(=O)(=O)N2CCN(C(=O)[C@H](C)N3C(=O)C4CC=CCC4C3=O)CC2)c1 (some centres undefined) returned L3MBTL1 block -0.4%.
CCCc1cc(=O)[nH]c(SCC(=O)Nc2cc(S(=O)(=O)N3CCOCC3)ccc2Cl)n1 was read as L3MBTL1 block 5.2%.
For CC(C)(C)N1CC23C=CC(C[C@@H]2C1=O)O3 (some centres undefined) the results were L3MBTL1 block 5.7%.
For CCOC(=O)[C@H]1[C@H]2COc3ccc(C)cc3[C@@H]2N2C(=O)c3ccc(C)cc3NC(=O)[C@@]12C the results were L3MBTL1 block -17.0%.
CCN1C(=O)[C@@H]2[C@H](C1=O)[C@@H]1C(=O)Nc3ccccc3C(=O)N1[C@@H]2c1ccc(OC)cc1 was read as L3MBTL1 block 6.4%.
`Cc1ccc(NS(=O)(=O)c2ccc(C(=O)N3CCC3)cc2)cc1` gave L3MBTL1 block 0.6%.
`COc1ccc(NC(=O)CN2C(=O)COc3ccc(C)cc32)cc1` gave L3MBTL1 block 0.3%.
Screening COc1ccc(-c2c(-c3ccc(S(C)(=O)=O)cc3)sc3ccc(OC)cc23)cc1 returned L3MBTL1 block 6.1%.
`Cc1nc2ccccc2c(=O)n1-c1ccc(F)c(NS(=O)(=O)c2ccccc2F)c1` gave L3MBTL1 block 3.2%.
CN(C)S(=O)(=O)c1cccc(NC(=O)c2ccc(NS(=O)(=O)c3cccs3)cc2)c1 was read as L3MBTL1 block 1.6%.
C[C@H]1CN([C@@H](C)CO)C(=O)c2cccc(NC(=O)C3CC3)c2O[C@H]1CN(C)C(=O)Nc1ccc2c(c1)OCO2 was read as L3MBTL1 block 1.9%.
`COc1ccc(NS(=O)(=O)c2cc3c(cc2C)N(C)CCO3)c(OC)c1` gave L3MBTL1 block -12.2%.
`CSCCC(=O)N(C)CC1CCCN(CCc2cccc(C(F)(F)F)c2)C1` (centres undefined) gave L3MBTL1 block -0.7%.
Screening O=C(O)c1cc(NC(=O)c2cccc(C(=O)Nc3cc(C(=O)O)cc(C(=O)O)c3)c2)cc(C(=O)O)c1 returned L3MBTL1 block inconclusive.
For COc1ccc(OC)c(S(=O)(=O)NCC(c2ccco2)N2CCc3ccccc3C2)c1 (centres undefined) the results were L3MBTL1 block -6.1%.
Screening CC(C)Cc1ccc(C(C)C(=O)Nc2cccnc2)cc1 (centres undefined) returned L3MBTL1 block -22.0%.
`Cc1ccc(C(=O)OCC(=O)NC(C)c2ccccc2)s1` (centres undefined) gave L3MBTL1 block -6.5%.
Screening CSc1ncnc2c1ccn2CC(=O)Nc1ccc(C)c(C)c1 returned L3MBTL1 block 2.1%.
Screening Cc1cc(OCC(=O)OCC(=O)NCc2ccc3c(c2)OCO3)ccc1Cl returned L3MBTL1 block -7.9%.
Cc1cccn2c(=O)nc(SCC(=O)NCc3ccccc3)nc12 was read as L3MBTL1 block 1.8%.
`Cc1ccc(OCCCCNC(C)c2ccccc2)c(C)c1` (centres undefined) gave L3MBTL1 block 5.8%.
`Cc1cccc(N2CCN(C(=O)CCC(=O)N3CCOc4ccc(Cl)cc43)CC2C)c1` (centres undefined) gave L3MBTL1 block -4.6%.
`COc1ccc(S(=O)(=O)Cc2ccc(C(=O)N3CC(C)CC(C)C3)o2)cc1` (centres undefined) gave L3MBTL1 block -3.4%.
For COCCN(CC1CCCN(C2Cc3ccccc3C2)C1)C(=O)CCC(F)(F)F (centres undefined) the results were L3MBTL1 block -4.2%.
For O=C(CNC(=O)c1ccc(F)cc1)c1ccccc1 the results were L3MBTL1 block 5.8%.
O=C(NCC1COc2ccccc2O1)c1ccc(F)c(S(=O)(=O)N2CCOCC2)c1 (centres undefined) was read as L3MBTL1 block -1.1%.
For CC(Sc1nnc(C2CC2)n1Cc1ccccc1)C(=O)N1CCNC1=O (centres undefined) the results were L3MBTL1 block 0.1%.
Screening CCOc1ccc2oc(C(=O)N3CCN(c4ccccc4OCC)CC3)c(C)c2c1 returned L3MBTL1 block -18.3%.
Screening Cc1ccc(S(=O)(=O)N(C)C[C@H]2Oc3c(NC(=O)Nc4cccc5ccccc45)cccc3C(=O)N([C@@H](C)CO)C[C@@H]2C)cc1 returned L3MBTL1 block -5.7%.
For O=C(Cc1ccc(F)cc1)Nc1ccc2[nH]ncc2c1 the results were L3MBTL1 block 3.2%.
O=C(C1COc2ccccc2O1)N1CCN(c2nc3c(F)cc(F)cc3s2)CC1 (centres undefined) was read as L3MBTL1 block 4.0%.
CCC1(c2ccccc2)NC(=O)N(CC(=O)Nc2cc(C(F)(F)F)ccc2N2CCCC2)C1=O (centres undefined) was read as L3MBTL1 block 4.7%.
`Cc1ccc(N2C(=O)N3[C@H](c4ccc(F)cc4)[C@@H]4C(=O)N(C5CCCCC5)C(=O)[C@@H]4[C@]3(Cc3ccccc3)C2=O)cc1` gave L3MBTL1 block -2.9%.
`CC(C)C(C)NC(=O)CSc1ccc(S(=O)(=O)N2CCOCC2)cn1` (centres undefined) gave L3MBTL1 block 9.9%.
Cc1ccccc1OCC(=O)NCC(C)(C)N1CCOCC1 was read as L3MBTL1 block 8.8%.
For C[C@H](CO)N1C[C@H](C)[C@@H](CN(C)S(=O)(=O)c2cccs2)Oc2ccc(NC(=O)Nc3ccc(C(F)(F)F)cc3)cc2C1=O the results were L3MBTL1 block -0.2%.
NC(=O)c1cc(Cl)ccc1OCC(=O)NC1CC1 was read as L3MBTL1 block -4.9%.
For O=S(=O)(c1ccc(F)cc1)N1CCN(C(=S)NCC2CCCO2)CC1 (centres undefined) the results were L3MBTL1 block -1.2%.
`CCN(C(=O)c1cc([N+](=O)[O-])ccc1NCc1cccnc1)c1ccccc1` gave L3MBTL1 block -8.7%.
CCN1CCSc2ccc(C(=O)NCc3cc(Br)ccc3OC)cc21 was read as L3MBTL1 block -1.9%.
CCCc1ccc(C(=O)COC(=O)CN2C(=O)NC3(CCCCC3C)C2=O)cc1 (centres undefined) was read as L3MBTL1 block -2.2%.

Molecules shown so far with a Cl atom:
Screening Cn1nc(C(=O)NNC(=O)c2cccc(Cl)c2)ccc1=O returned L3MBTL1 block 2.8%.
For CCOC(=O)[C@H]1[C@H]2COc3ccc(Cl)cc3[C@@H]2N2C(=O)c3cc(F)c(F)cc3NC(=O)[C@@]12C the results were L3MBTL1 block 4.4%.
Screening Cc1csc(=O)n1CCC(=O)OCC(=O)Nc1cc(Cl)ccc1[N+](=O)[O-] returned L3MBTL1 block -18.6%.
Screening CN(CC(=O)Nc1ccc(Cl)c(C(F)(F)F)c1)C(=O)c1ccc(N2CCOCC2)c([N+](=O)[O-])c1 returned L3MBTL1 block -0.3%.
`COc1ccccc1CNC(=O)c1c(-c2ccccc2Cl)noc1C` gave L3MBTL1 block -1.9%.
Screening COc1ccc(C(=O)NCCc2ccc(Cl)cc2)cc1S(=O)(=O)N1CCCCC1C (centres undefined) returned L3MBTL1 block -8.4%.
CCCc1cc(=O)[nH]c(SCC(=O)Nc2cc(S(=O)(=O)N3CCOCC3)ccc2Cl)n1 was read as L3MBTL1 block 5.2%.
Screening Cc1cc(OCC(=O)OCC(=O)NCc2ccc3c(c2)OCO3)ccc1Cl returned L3MBTL1 block -7.9%.
`Cc1cccc(N2CCN(C(=O)CCC(=O)N3CCOc4ccc(Cl)cc43)CC2C)c1` (centres undefined) gave L3MBTL1 block -4.6%.
NC(=O)c1cc(Cl)ccc1OCC(=O)NC1CC1 was read as L3MBTL1 block -4.9%.

Bioassay records: PubChem BioAssay, National Center for Advancing Translational Sciences (NCATS)
